Assay outcomes (PubChem BioAssay)
NLRP3 yeast inh: inhibitors of NALP3 inflammasome in yeast. AID 2825. 0.39% of 330,000 active. Yeast reconstituted NLRP3/ASC/caspase-1, beta-gal luminescence, 24 h. inhibition, % at 10 µM;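 active = inhibition of 50% or more; inactive = inhibition below 50%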;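 also: plate controls were induced DMSO wells for no effect and uninduced yeast grown without galactose for full effect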
hIAP activ: increases human intestinal alkaline phosphatase activity | P09923 | purified human IAP, CDP-Star luminescence, 30 min; hits give high values; 1 = vehicle-only enzyme, 0 = enzyme-free background | activation factor at 10 µM | 0.16% of 330,000 active | AID 2524;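 active = activation factor of the enzyme at least 2-fold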; also: the source names both 10 and 20 µM as test concentration; values of inactives mirror those of a sister screen read the other way
Apaf-1 inh: human Apaf-1 inhibition. 0.71% of 330,000 active. O14727. inhibition, % at 20 µM. reconstituted apoptosome caspase-3 activity, DEVD-Rh110 fluorescence; active = inhibition of at least 40% at 20 µM;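 also: plate controls were DMSO wells for no effect and DEVD-CHO caspase inhibitor wells for full effect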
Target sequence (O14727 whole entry, looked up): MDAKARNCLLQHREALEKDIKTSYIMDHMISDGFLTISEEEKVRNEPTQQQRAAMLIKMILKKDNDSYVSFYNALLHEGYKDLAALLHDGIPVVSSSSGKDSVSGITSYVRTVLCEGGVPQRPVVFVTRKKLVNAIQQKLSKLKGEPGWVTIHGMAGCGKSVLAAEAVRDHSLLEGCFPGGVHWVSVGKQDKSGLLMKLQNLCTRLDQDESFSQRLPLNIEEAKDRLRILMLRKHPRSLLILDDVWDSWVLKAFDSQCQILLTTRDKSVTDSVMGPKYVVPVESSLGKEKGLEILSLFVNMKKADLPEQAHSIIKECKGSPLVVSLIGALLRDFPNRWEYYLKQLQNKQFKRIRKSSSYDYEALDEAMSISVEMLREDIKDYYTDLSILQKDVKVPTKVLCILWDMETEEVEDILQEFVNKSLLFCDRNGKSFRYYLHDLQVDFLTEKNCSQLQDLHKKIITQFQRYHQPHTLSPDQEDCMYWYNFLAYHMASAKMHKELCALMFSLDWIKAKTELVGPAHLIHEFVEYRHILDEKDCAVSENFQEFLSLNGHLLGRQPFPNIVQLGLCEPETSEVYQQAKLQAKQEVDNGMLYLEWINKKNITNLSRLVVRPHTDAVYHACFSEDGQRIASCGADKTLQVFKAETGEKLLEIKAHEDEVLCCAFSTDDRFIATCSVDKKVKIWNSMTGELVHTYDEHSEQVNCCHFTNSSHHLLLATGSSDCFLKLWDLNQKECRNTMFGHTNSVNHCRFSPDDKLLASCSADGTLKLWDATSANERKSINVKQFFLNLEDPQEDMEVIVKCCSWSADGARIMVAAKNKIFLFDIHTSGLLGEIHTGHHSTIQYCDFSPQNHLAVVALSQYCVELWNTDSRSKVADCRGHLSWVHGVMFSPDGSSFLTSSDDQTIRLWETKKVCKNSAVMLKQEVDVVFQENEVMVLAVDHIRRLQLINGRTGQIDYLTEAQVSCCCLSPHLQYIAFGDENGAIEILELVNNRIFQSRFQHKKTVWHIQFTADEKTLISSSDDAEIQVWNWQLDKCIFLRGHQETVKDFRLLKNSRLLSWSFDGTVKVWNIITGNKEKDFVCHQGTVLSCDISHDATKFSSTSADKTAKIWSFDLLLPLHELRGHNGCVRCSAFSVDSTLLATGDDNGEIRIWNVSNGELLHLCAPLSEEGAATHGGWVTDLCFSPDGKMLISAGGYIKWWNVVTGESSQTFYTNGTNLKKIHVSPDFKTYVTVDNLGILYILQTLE
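System – cell-free apoptosome with Apaf-1, procaspase-3 and caspase-9 · Buffer or medium – pH 7.5 Hepes buffer with CHAPS, BSA, DTT · Also added – cytochrome c with DEVD-Rh110 · Times – 30 min compound preincubation, 50 min activation, room temperature · Technique – Rh110 fluorescence intensity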
mIAP block: blocks mouse intestinal alkaline phosphatase; purified mouse IAP, CDP-Star luminescence, 30 min; inhibition, % at 10 µM; 0.2% of 330,000 active;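 active = inhibition of at least 40% at 10 µM in the primary screen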;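 also: plate controls were DMSO with enzyme for no effect and no enzyme wells for full effect; values of inactives mirror those of a sister screen read the other way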
hIAP inh: blocks human intestinal alkaline phosphatase; purified IAP, CDP-Star luminescence, 30 min; AID 2544; 0.12% of 330,000 active; inhibition, % at 10 µM; P09923;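 active = inhibition reaching a set limit with compound at 10 µM in the primary screen, cut at about 35% in these data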;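 also: plate controls were DMSO wells with enzyme for no effect and no-enzyme buffer wells for full effect; values of inactives mirror those of a sister screen read the other way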
TIM10 inh: inhibits growth of TIM10 yeast strain; S. cerevisiae TIM10 strain growth, BacTiter-Glo luminescence, 24 h; inhibition, % at 10 µM; 1.4% of 330,000 active; AID 463195;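 active = inhibition of 40% or more at the single tested concentration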;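 also: wild-type TIM10 isogenic control strain grown at permissive 25 °C; 0% = DMSO yeast wells and 100% = minimal medium wells without yeast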
mIAP act: mouse IAP activation. muIAP, CDP-Star luminescence, 30 min; hits give high values; 1 = vehicle-only enzyme signal, 0 = enzyme-free wells. activation factor at 10 µM. 0.24% of 330,000 active. AID 2805;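 active = activation factor of at least 2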; also: the source names both 10 and 20 µM as test concentration; values of inactives mirror those of a sister screen read the other way
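Assay system: mouse IAP enzyme; reagent: chemiluminescent substrate CDP-Star; dosing: test compounds delivered from DMSO solution; schedule: 30 min at room temperature; measured by: luminescence from enzymatic CDP-Star hydrolysis; controls: DMSO-only wells and no-enzyme negative control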
ATG4B inh: ATG4B (human) cysteine protease inhibition; Q9Y4P1; ATG4B cleavage of LC3-PLA2, NBD-HPC fluorescence, 1 h; inhibition, % at 8.33 µM; 0.51% of 340,000 active; AID 504462; in the data active = inhibition above about 40%
tim10-1 inh: tim10-1 yeast growth inhibition; 2.2% of 330,000 active; S. cerevisiae tim10-1 ts strain growth, BacTiter-Glo, 24 h; inhibition, % at 20 µM; AID 463190;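 active = inhibition of at least 40%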;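 also: mutant grown at 25 °C; 0% = DMSO wells with yeast and 100% = wells holding no yeast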
An asterisk follows results filed as active; . = not tested or not shown.

item	Compound	NLRP3 yeast inh	hIAP activ	Apaf-1 inh	mIAP block	hIAP inh
1	CCOC(=O)N1CCN(C(=O)N2CCOCC2)CC1	12	0.86	-16	11	14
2	O=C(NCc1cccc(Cl)c1)c1cccnc1	5	1.1	-2	-5	-10
3	O=S(=O)(Nc1cccnc1)c1ccccc1	2	0.99	-5	10	1
4	COC(=O)Cc1nnc(SCC(=O)Nc2ccccc2)c2ccccc12	4	1	-11	3	-2
5	CCOC(=O)c1c(NC(=O)COC(=O)Cn2c(C(F)(F)F)nc3ccccc32)sc(C)c1C	21	1.1	11	6	-5
6	CN1CCN(c2nc(-c3ccc(Cl)c(Cl)c3)nc3ccccc23)CC1	20	0.96	15	6	4
7	CCOc1ccccc1CNS(=O)(=O)c1cnc[nH]1	5	1.3	-11	12	-28
8	CCCCNc1c(-c2cccc(Sc3ccc(OC)cc3)c2)nc2ccccn12	22	0.9	34	-4	10
9	O=C(CSc1ccccc1F)NCCCN1CCCC1=O	16	0.97	-1	-6	3
10	O=C(CN1CCc2ccccc2C1)N1CCN(S(=O)(=O)c2ccccc2)CC1	4	0.83	7	10	17
11	COCCN(C(=O)COC(=O)/C=C/c1ccc(C)o1)c1c(N)n(Cc2ccccc2)c(=O)[nH]c1=O	16	0.9	13	-6	10
12	Cc1nn(C)cc1C1C2=C(CC(C)(C)CC2=O)OC2=C1C(=O)CC(C)(C)C2	11	1.1	-21	-3	-10

item	TIM10 inh	mIAP act	ATG4B inh	tim10-1 inh
1	6	0.89	-8	11
2	-15	1.1	0	5
3	5	0.9	-7	10
4	22	0.97	-6	30
5	-7	0.94	-3	-12
6	11	0.94	.	31
7	-5	0.88	1	14
8	19	1	20	-3
9	0	1.1	-4	-10
10	6	0.9	-8	3
11	-1	1.1	2	12
12	18	1	4	11

Remaining list, next part
item	Compound	NLRP3 yeast inh	hIAP activ	Apaf-1 inh	mIAP block	hIAP inh
13	CC1=CC=CN2CC(O)CN=C12 (centres undefined)	-5	1	-5	-6	-4
14	O=C(Cc1cccc2ccccc12)Nc1ccc(OC(F)F)c(Cl)c1	21	1	8	-77	-4
15	Cc1cnc(NC(=O)C(C)N2CCN(C)CC2)s1 (centres undefined)	12	0.98	0	1	2
16	CCC(C)n1c(=S)[nH]c2ccccc2c1=O (centres undefined)	-7	0.91	2	-2	9
17	NNC(=O)c1ccc(-c2ccccc2F)cc1	19	1.1	-7	-6	-12
18	COc1nc(Oc2ccc(/C=N/O)cc2)nc(N(C)C)n1	17	0.9	-30	-7	10
19	CCC(=O)N1CCN=C1SCc1ccc(Cl)cc1	11	0.88	1	-8	12
20	CCOc1ccc(NC(=O)CS(=O)CC(=O)NC2CCCc3ccccc32)cc1 (centres undefined)	-1	0.95	1	5	5
21	CCc1cccc(C)c1NC(=O)COC(=O)c1cc([N+](=O)[O-])ccc1N1CCOCC1	20	0.98	1	7	2
22	Cc1ccc(NC(=O)Cn2c(O)c(N=NC(=O)c3cc([N+](=O)[O-])ccc3O)c3ccccc32)cc1	6	0.77	27	25	23
23	O=C(Nc1cccnc1)C1CCCN1S(=O)(=O)c1ccc(Cl)c(Cl)c1 (centres undefined)	10	1	-7	5	-3
24	O=C(CCC(=O)OCc1cccc(C(=O)Oc2ccccc2)c1)Nc1cccc2ccccc12	9	0.88	-3	4	12

item	TIM10 inh	mIAP act	ATG4B inh	tim10-1 inh
13	-5	1.1	-2	-2
14	15	1.8	6	14
15	-19	0.99	-7	-6
16	27	1	4	33
17	10	1.1	-4	13
18	10	1.1	-2	12
19	21	1.1	-5	17
20	8	0.95	-16	16
21	5	0.93	-4	5
22	12	0.75	.	9
23	8	0.95	-27	1
24	11	0.96	5	26

An excerpt from above in order of their number in ATG4B inh, rising.
| entry | structure | NLRP3 yeast inh | hIAP activ | mIAP block | hIAP inh | TIM10 inh | mIAP act | ATG4B inh |
| --- | --- | --- | --- | --- | --- | --- | --- | --- |
| 20 | CCOc1ccc(NC(=O)CS(=O)CC(=O)NC2CCCc3ccccc32)cc1 (centres undefined) | -1 | 0.95 | 5 | 5 | 8 | 0.95 | -16 |
| 21 | CCc1cccc(C)c1NC(=O)COC(=O)c1cc([N+](=O)[O-])ccc1N1CCOCC1 | 20 | 0.98 | 7 | 2 | 5 | 0.93 | -4 |
| 18 | COc1nc(Oc2ccc(/C=N/O)cc2)nc(N(C)C)n1 | 17 | 0.9 | -7 | 10 | 10 | 1.1 | -2 |
| 14 | O=C(Cc1cccc2ccccc12)Nc1ccc(OC(F)F)c(Cl)c1 | 21 | 1 | -77 | -4 | 15 | 1.8 | 6 |

Next part.
item	Compound	NLRP3 yeast inh	hIAP activ	Apaf-1 inh	mIAP block	hIAP inh
25	Cc1c(C(=O)N2CCOCC2)sc(NC(=O)c2ccc3c(c2)OCO3)c1C#N	17	0.91	-15	4	9
26	O=C(NN1C(=O)/C(=C/C=C/c2ccccc2)SC1=S)c1ccncc1	7	0.97	9	20	3
27	COc1ccc2[nH]c3nc(SCC(=O)Nc4ccc5c(c4)OCO5)nnc3c2c1	17	0.91	-14	19	9
28	CCCN1CCN(S(=O)(=O)c2ccc3c(c2)NC(=O)C(C)C(=O)N3)CC1 (centres undefined)	9	1	4	18	-3
29	O=C(COC(=O)c1cccc(S(=O)(=O)N2CCc3ccccc32)c1)Nc1ccc(Cl)cn1	-5	0.91	9	10	9
30	O=C(CSc1nncs1)NC(=O)Nc1ccc2c(c1)OCCO2	15	1.1	-4	-11	-11
31	COc1ccc(NC(=O)CCS(=O)(=O)c2ccccc2)c(OC)c1	21	0.77	-15	3	23
32	CCCCOc1ccc(C(=O)NCC(=O)NCC(c2ccc(OC)cc2)N2CCCC2)cc1 (centres undefined)	16	0.97	23	-8	3
33	Cc1cc(C(=O)Nc2cnn(Cc3ccc(Cl)cc3Cl)c2)no1	32	0.95	12	4	5
34	COC(=O)c1ccc(NC(=O)CSc2nnc(C)n2CC2CCCO2)cc1 (centres undefined)	14	0.96	-6	2	4
35	Cc1scc(C(=O)N/N=C/c2ccc([N+](=O)[O-])o2)c1C	18	1.1	16	19	-13
36	Cc1cc(=O)n2[nH]c(-c3sccc3-n3c(C)ccc3C)cc2n1	11	0.99	7	7	1

item	TIM10 inh	mIAP act	ATG4B inh	tim10-1 inh
25	10	0.95	-19	1
26	-6	0.8	1	0
27	-12	0.81	-1	14
28	-4	0.82	4	-5
29	17	0.9	1	18
30	-2	1.1	-2	22
31	1	0.97	-2	10
32	-5	1.1	-4	3
33	5	0.96	4	-7
34	6	0.98	1	-18
35	37	0.81	.	46*
36	-6	0.93	8	-2

Carrying on.
item	Compound	NLRP3 yeast inh	hIAP activ	Apaf-1 inh	mIAP block	hIAP inh
37	COc1ccc(NC(=O)CCN2CCN(S(=O)(=O)c3ccc(F)cc3)CC2)cc1	-5	0.99	6	-4	1
38	CCOC(=O)c1ccc(NC(=O)Cc2cccs2)cc1	47	0.72	-8	-4	28
39	O=C(Nc1ccccc1N1CCCCC1)c1cc(S(=O)(=O)N2CCOCC2)ccc1F	3	1.2	28	2	-23
40	Cc1ccc(-c2cnn(-c3cccc(C(F)(F)F)c3)c2N)cc1	57*	1	6	10	0
41	COc1ccc(NC(=O)CCNC(=O)c2ccccc2)cc1S(N)(=O)=O	14	1.1	2	-2	-6
42	Cc1ccc(C2CC(c3ccccc3OC(F)F)Nc3ncnn32)cc1 (centres undefined)	2	1.2	4	2	-20
43	NC(=S)NN=C1c2cc(S(=O)(=O)N3CCOCC3)ccc2-c2ccc(S(=O)(=O)N3CCOCC3)cc21	21	0.95	-17	18	5
44	CCOC(=O)N1CCC(NC(=O)c2ccc3c(Cl)c4c(nc3c2)CCCC4)CC1	24	1.1	36	5	-14
45	CCOc1ccccc1CNC(=O)c1ccc(NC(=O)C2=CSCCO2)cc1	12	1.1	4	0	-9
46	CC(C)OCCCn1c(=N)c(C(N)=S)cc2c(=O)n3ccccc3nc21	3	0.77	20	9	23
47	CNc1nc(-c2ccc(OC)cc2)c(-c2ccc(OC)cc2)s1	22	0.94	14	8	6
48	COC(=O)c1ccc(C2=NOC(C)(c3nnc(-c4cccc(Cl)c4)o3)C2)cc1 (centres undefined)	19	0.97	10	9	2

item	TIM10 inh	mIAP act	ATG4B inh	tim10-1 inh
37	1	1	5	4
38	1	1	-4	-20
39	7	0.98	-5	23
40	-3	0.9	-3	13
41	2	1	-1	12
42	13	0.98	-3	2
43	26	0.82	-19	37
44	21	0.95	-7	41*
45	9	1	9	45*
46	-3	0.91	-6	9
47	18	0.92	-7	7
48	3	0.91	2	-5

(further entries)
item	Compound	NLRP3 yeast inh	hIAP activ	Apaf-1 inh	mIAP block	hIAP inh
49	CCSc1ccccc1C(=O)NCc1ccc2c(c1)OCO2	22	0.94	0	-8	6
50	Cc1ccc(-c2nc(CS(=O)(=O)CC(=O)N3CC(C)CC(C)C3)c(C)o2)cc1 (centres undefined)	-3	0.73	12	11	27
51	O=c1c2ccccc2nc2ccc(NCc3cccs3)nn12	12	1	-2	3	-2
52	N#CCO/N=C(\c1ccccc1)c1ccncc1	15	1.1	3	-13	-9

item	TIM10 inh	mIAP act	ATG4B inh	tim10-1 inh
49	-5	1.1	1	8
50	15	0.89	-2	23
51	6	0.97	-1	0
52	-17	1.1	-3	10

One compound at a time, from the list above:
Results for NNC(=O)c1ccc(-c2ccccc2F)cc1 = NLRP3 yeast inh = 19; hIAP activ = 1.1; Apaf-1 inh = -7; mIAP block = -6; hIAP inh = -12; TIM10 inh = 10; mIAP act = 1.1; ATG4B inh = -4; tim10-1 inh = 13
Results for CN1CCN(c2nc(-c3ccc(Cl)c(Cl)c3)nc3ccccc23)CC1 = NLRP3 yeast inh = 20; hIAP activ = 0.96; Apaf-1 inh = 15; mIAP block = 6; hIAP inh = 4; TIM10 inh = 11; mIAP act = 0.94; ATG4B inh = .; tim10-1 inh = 31
Results for CCOC(=O)N1CCC(NC(=O)c2ccc3c(Cl)c4c(nc3c2)CCCC4)CC1 = NLRP3 yeast inh = 24; hIAP activ = 1.1; Apaf-1 inh = 36; mIAP block = 5; hIAP inh = -14; TIM10 inh = 21; mIAP act = 0.95; ATG4B inh = -7; tim10-1 inh = 41*
